# Source: PubChem
# Myeloid diff 2 – compounds promoting myeloid differentiation; 1% of 360,000 active; calls only at 10 µM; ER-HoxA9 myeloid progenitors, lysozyme-GFP differentiation, flow cytometry; AID 624256;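 active = normalized GFP-positive differentiation at or above the plate's own cutoff, the solvent-only control mean plus 3 SD; inconclusive = no clear call, values can overlap the other calls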;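 note: cells exposed to compound for four days before flow analysis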
# HIV peptide binding – cell-free HIV fusion peptide-binding blockers – biochemical, uHTS, fluorescence dequenching, primary screen (AID 1986). cell-free peptide binding, fluorescence dequenching, 30 min; higher % means a stronger effect. inhibition, % at 20 µM; hits with a dose series show IC50 in µM. 0.3% of 290,000 active; in the data active = inhibition mostly above about 52%, no sharp cut-off; inactive = mostly below about 76%; note: some results filed as inactive read as strong as hits
# Salmonella PhoP GFP – PhoP-dependent GFP reporter repression – Salmonella Typhimurium, primary screen (AID 1863). S. Typhimurium PhoP-regulated promoter GFP reporter, 4 h; higher % means a stronger effect. one-dose inhibition, % at 50 µM; IC50 in µM for titrated hits. 0.16% of 300,000 active;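 active = inhibition over 29.93%, a cutoff 3 SD above the screen mean, later confirmed by dose response; inconclusive = inhibition over 29.93% but no dose response follow-up; inactive = inhibition at most 29.93% or unconfirmed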;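 note: 0% = low Mg2+ inducing control and 100% = high Mg2+ repressing control; strong numbers were not always called active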
# GPR35 antagonists – GPR35 antagonists blocking zaprinast-driven arrestin recruitment, primary screen, imaging, U2OS, beta-arrestin-GFP, zaprinast agonist (AID 2058) | U2OS GPR35 beta-arrestin-GFP translocation imaging, zaprinast antagonism; higher % means a stronger effect | one-dose inhibition, % at 10 µM; IC50 in µM for titrated hits | 0.052% of 290,000 active;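 active = inhibition of at least 50% with at least 30 cells and total cytoplasm GFP at most 10,000,000; inconclusive = under 30 cells or total GFP of 10,000,000 plus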
# NTR1 agonist – agonists of NTR1, primary screen, imaging, U2OS cells, beta-arrestin-GFP, high content (AID 493036); P30989; NTR1-U2OS beta-arrestin-GFP spot imaging, agonist mode; activation, % at 20 µM; 0.17% of 330,000 active;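 active = activation at or above 40% of the spot to cytoplasm intensity ratio, with at least 20 cells analyzed; inconclusive = wells under 20 cells, flagged as cytotoxic or low count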;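 note: 0% = DMSO without peptide and 100% = 100 nM NTR1 peptide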
# Target sequence (P30989 whole entry, looked up): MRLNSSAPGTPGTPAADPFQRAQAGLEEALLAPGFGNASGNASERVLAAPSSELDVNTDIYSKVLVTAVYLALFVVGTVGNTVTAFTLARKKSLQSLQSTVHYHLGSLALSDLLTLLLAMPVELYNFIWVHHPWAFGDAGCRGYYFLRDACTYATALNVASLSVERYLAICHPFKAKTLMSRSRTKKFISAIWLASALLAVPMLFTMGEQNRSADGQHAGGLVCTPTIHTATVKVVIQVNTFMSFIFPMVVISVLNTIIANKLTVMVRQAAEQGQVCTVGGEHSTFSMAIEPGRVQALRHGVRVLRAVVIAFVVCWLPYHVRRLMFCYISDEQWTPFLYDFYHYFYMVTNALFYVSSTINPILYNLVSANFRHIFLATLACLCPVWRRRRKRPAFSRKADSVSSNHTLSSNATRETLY
# Siah-1 displacement – Siah-1 peptide-binding antagonists, primary screen, biochemical, fluorescence polarization, rhodamine-plectin, uHTS (AID 1817). Siah-1 / rhodamine-plectin peptide fluorescence polarization; higher % means a stronger effect. displacement, % at 20 µM, or IC50 in µM where a hit was titrated. 0.02% of 290,000 active;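 active = displacement of at least 50% at 20 µM, with a fluorescence ratio check between 0.3 and a set limit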;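 note: plate controls were Siah plus tracer with DMSO for no effect and tracer alone without Siah for full effect; strong numbers were not always called active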
# Rac1 GTP hydrolysis – MgcRacGAP GTPase-activating activity inhibitors, confirmation, biochemical, ADP Hunter fluorescence; MgcRacGAP-stimulated Rac1 GTP hydrolysis, ADP Hunter fluorescence; higher % means a stronger effect; GST-tagged Rac1 F28L mutant substrate; inhibition, % at 30 µM; hits with a dose series show IC50 in µM; 0.6% of 340,000 active;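 active = first-screen hits whose inhibition reached a set limit at any dose in the follow-up dose series; inconclusive = inhibition above the set first-screen limit but never retested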;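 note: fluorescence reports GDP produced by GAP-driven GTP hydrolysis; strong numbers were not always called active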
# LYP phosphatase – PTPN22 lymphoid phosphatase activity blockers – biochemical, fluorescence intensity, uHTS (AID 1779); recombinant LYP phosphatase, fluorescence intensity; higher % means a stronger effect; inhibition, % at 11.5 µM, or IC50 in µM where a hit was titrated; 0.054% of 290,000 active; in the data active = inhibition above about 50%;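 note: plate controls were vehicle with enzyme for no effect and no enzyme for full effect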
# GPR55 antagonists – inhibition of LPI-stimulated GPR55 beta-arrestin translocation – imaging, U2OS, beta-arrestin-GFP, LPI agonist, primary screen (AID 2013) | U2OS GPR55 beta-arrestin-GFP translocation imaging, LPI antagonism; higher % means a stronger effect | inhibition, % at 10 µM, or IC50 in µM where a hit was titrated | 0.13% of 290,000 active;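 active = spots per cell inhibited over 60%, with over 100 cells counted and total cytoplasm intensity under 500,000; inconclusive = wells with under 100 cells, flagged as likely toxic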;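 note: U2OS cells stably carrying GPR55 and arrestin-GFP stimulated by 5 µM LPI near EC80; imaged beta-arrestin-GFP aggregate spots per cell after agonist stimulation; plate controls were LPI-stimulated DMSO wells for no effect and DMSO wells without LPI for full effect; some results filed as inactive read as strong as hits; confirmed hits need IC50 under 10 µM and bright autofluorescent wells are also inconclusive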
# NTR1 agonist cell count 20 µM – also measured in NTR1 agonist; calls as there; cell count; measured here: cell count, cytotoxicity flag
# Myeloid diff 2 GFP+ MAC1+ % – further read-out of Myeloid diff 2, marked with its call; GFP+ MAC1+ double positive, %; measured here: differentiation confirmed by MAC1 staining
# * marks the source's active call; other numbers are inactive results; i = inactive; ? = inconclusive; . = no result given; + = active, no number. Rows were taken by chance; about 2.4% have a hit in one of these screens.
SMILES,Myeloid diff 2,Myeloid diff 2 GFP+ MAC1+ %,HIV peptide binding,Salmonella PhoP GFP,GPR35 antagonists,NTR1 agonist,NTR1 agonist cell count 20 µM,Siah-1 displacement,Rac1 GTP hydrolysis,LYP phosphatase,GPR55 antagonists
COc1ccccc1NC(=O)COC(=O)CCS(=O)(=O)c1ccc(C)cc1,i,0.8,-0.5%,-3%,-4%,0.4,52,-4%,2%,-13%,-9%
Cc1ccc(OCC(=O)Nc2ccc3c4c(cccc24)CC3)c(C)c1,+,0.9*,-1.0%,-10%,8%,6.7,75,-4%,11%,-8%,0%
CCn1nccc1C(=O)Nc1cccc(C)c1C,i,0.7,0.1%,8%,-7%,0.1,52,-5%,15%,-4%,-2%
CCN(CC)S(=O)(=O)c1ccc2c(c1)nc(SCC(=O)NCC1CCCO1)n2CC (centres undefined),i,1.1,.,-6%,.,0.0,71,.,11%,.,.
Cc1ccc(Nc2ncc(C(=O)NCCCN3CCN(C)CC3)c3ccccc23)cc1Cl,i,1.1,-1.3%,4%,1%,-0.9,62,9%,12%,-2%,22%
CCCc1nnc(NC(=O)CN2C(=O)c3ccccc3C2=O)s1,i,0.4,-0.7%,-4%,6%,0.4,56,5%,9%,0%,-11%
Cc1nn(-c2ccccc2)cc1C(=S)Nc1ccccc1,i,0.8,0.2%,1%,-9%,-0.3,82,4%,6%,-1%,2%
CCn1c(=O)c2cc(C(=O)NCCC(C)C)sc2c2ccccc21,i,0.4,1.1%,-4%,0%,11,95,-4%,.,-6%,-6%
O=C(NCC1CCCO1)c1cccc(NS(=O)(=O)c2ccc(Br)cc2)c1 (centres undefined),i,1.4,.,-6%,.,-0.3,58,.,7%,.,.
CCOC(=O)c1ccccc1NC(=O)CSc1nnc(C(C)C)n1CC,i,3.1,-3.1%,2%,17%,-1.5,62,-2%,6%,-5%,-9%
COc1cc2c(cc1OC)CN(CC(O)c1ccccc1)CC2 (centres undefined),i,3.2,-1.5%,3%,-2%,0.5,48,-5%,5%,-10%,-1%
Clc1ccc(-c2csc(N/N=C/c3ccc4c(c3)OCO4)n2)cc1,i,0.4,6.8%,28%,3%,0.6,89,3%,6%,2%,3%
C=CCNC(=O)c1cc(Cl)ccn1,i,0.0,-0.7%,1%,4%,-0.2,99,-3%,2%,-5%,-5%
CN(C)S(=O)(=O)c1ccc(C(=O)OC2CCOC2=O)cc1 (centres undefined),i,1.6,-0.7%,-3%,3%,1.1,62,2%,2%,0%,-1%
Cc1ccc(C2C3=C(CC(C)(C)CC3=O)Nc3n[nH]c(C)c32)cc1 (centres undefined),i,0.8,-1.0%,-2%,5%,0.3,32,-6%,9%,-9%,2%
O=C(NCCSCc1ccc(Cl)cc1)c1cccs1,i,0.4,1.3%,1%,-6%,2.2,44,9%,-10%,-7%,0%
Cc1ccc(Cn2ccc(NC(=O)c3cc(-c4ccc(Cl)cc4)on3)n2)cc1,i,1.4,4.0%,-5%,7%,3.6,80,1%,1%,-3%,17%
Cc1ccc(C(=O)Oc2csc(=S)n2C(=O)c2ccc(C)cc2)cc1,i,7.4,3.5%,-18%,-1%,-0.3,62,2%,61%,-8%,-12%
COc1cc(CNc2ncn[nH]2)cc(Br)c1OC,i,4.7,2.8%,9%,29%,-2.2,57,2%,8%,-11%,16%
COC(=O)CSc1nnc(CNC(=O)c2ccccc2F)n1-c1ccc(F)cc1,i,0.4,-0.4%,6%,8%,-0.5,56,-4%,1%,-2%,-8%
Cn1c(=O)n(C)c2cc(S(=O)(=O)N3CCCCC3)ccc21,i,0.3,-1.1%,-3%,-6%,0.7,46,-1%,2%,-10%,10%
Cn1nnc(NC(=O)c2ccccc2)n1,i,0.6,-0.2%,3%,11%,-0.5,36,2%,5%,-3%,8%
CCn1c(SCc2nc3ccccc3c(=O)[nH]2)nnc1-c1ccncc1,i,2.6,-1.9%,2%,-5%,-1.1,102,2%,4%,-3%,2%
O=C1Nc2ccccc2N(O)N1c1cc(-c2ccccc2Cl)no1,i,0.2,-1.6%,4%,0%,-0.9,96,2%,5%,-6%,22%
CCCn1c(=O)c2c(C(F)(F)F)cc(-c3cccs3)nc2n(CCC)c1=O,i,1.0,1.8%,-8%,-10%,11,77,5%,4%,-10%,11%
Cn1cc([N+](=O)[O-])c(C(=O)Nc2sc3c(c2C#N)CCC3)n1,?,.,-1.4%,-6%,18%,2.5,65,3%,13%,-6%,-3%
O=C(COc1ccc([N+](=O)[O-])cc1)N(Cc1cccs1)C1CCS(=O)(=O)C1 (centres undefined),i,5.3,1.2%,3%,-2%,0.8,66,4%,17%,-4%,7%
Cc1[nH]c2ccccc2c1C(=O)COc1ccccc1,i,0.1,2.5%,-2%,4%,-0.1,84,2%,3%,-8%,5%
Cc1cccc(C)c1OCC(O)CNS(=O)(=O)c1ccccc1C(=O)N1CCCCC1 (centres undefined),i,0.6,3.8%,-1%,13%,-2.2,84,3%,4%,-3%,-9%
COc1ccc(Cn2nnnc2C(c2cccs2)N2CCCCCC2)cc1 (centres undefined),i,1.7,-1.4%,-5%,-6%,1.4,92,-3%,13%,2%,-3%
CC(=O)Nc1ccc(NC(=O)C/C(C)=N/NC(=O)c2cccc3ccccc23)cc1,i,0.4,1.7%,-10%,1%,-1.8,54,0%,4%,-4%,-8%
CCN(c1cc(C)cc(C)c1)S(=O)(=O)c1nnc(NC(=O)C(C)C)s1,i,0.2,1.3%,4%,8%,1.0,99,8%,9%,2%,-10%
COc1ccc(-c2c(C)n([O-])c3c([n+]2=O)CCCCC3)cc1OC,i,0.8,-0.6%,6%,3%,1.5,56,4%,3%,-2%,-4%
CCOC(=O)C1(CCc2ccccc2)CCN(C(=O)Cc2nonc2C)CC1,i,0.7,0.5%,6%,5%,-1.0,60,8%,3%,-6%,14%
CCNC(=O)CC1C(=O)N(c2ccc(C)cc2)C(=O)N1CCc1ccc(OC)c(OC)c1 (centres undefined),i,0.8,1.7%,-8%,5%,-2.1,89,-2%,10%,-3%,17%
CC(=O)Nc1cccc(NC(=O)c2c(-c3ccccc3Cl)noc2C)c1,i,1.9,-2.1%,14%,-7%,-0.1,50,1%,3%,-4%,2%
COC(C)(C)c1cc(C(C)(C)C)nc(N)n1,i,6.8,0.8%,-10%,1%,-0.6,64,2%,-1%,-8%,-12%
FC(F)(F)c1cccc(NCc2cn3cccnc3n2)c1,i,0.6,-2.3%,-5%,-1%,1.6,51,-3%,1%,-3%,18%
N#Cc1c(-c2ccccc2)nc(SCC(=O)Nc2nnc(C(F)(F)F)s2)[nH]c1=O,i,0.3,24%,-4%,-12%,-0.9,39,8%,.,1%,12%
COc1cccc(/C=N/NC(=O)c2cccc3ccccc23)c1,i,1.1,2.6%,3%,-9%,0.9,62,4%,-1%,-2%,-2%
Cc1c(NC(=O)c2cc3c(s2)CCCC3)c(=O)n(-c2ccccc2)n1C,i,0.2,-0.3%,-13%,-1%,4.5,75,-1%,6%,4%,5%
O=C(c1ccccc1[N+](=O)[O-])N1CCN(c2ccc(N3CCOCC3)nn2)CC1,i,0.4,.,-6%,.,-0.7,58,.,0%,.,.
O=C(CCN1C(=O)/C(=C/c2ccccc2Cl)SC1=S)NCCCN1CCOCC1,i,3.7,-1.9%,9%,34%,0.0,53,-7%,8%,-10%,-21%
CN1C(=O)c2cccc3c(S(=O)(=O)Nc4ccccn4)ccc1c23,i,0.4,2.7%,2%,-9%,-0.2,47,0%,10%,0%,0%
Cc1ccccc1S(=O)(=O)NNC(=O)C(=O)NNc1ccccn1,i,0.4,3.8%,?,-3%,0.7,37,-9%,15%,2%,9%
COc1cccc(NC(=O)Cn2c(=O)oc3cc(S(=O)(=O)N4CCCC4)ccc32)c1,i,0.5,-2.1%,-9%,7%,3.0,63,3%,15%,-6%,-2%
N#Cc1ccsc1NC(=O)COC(=O)c1cc2ccccc2cc1O,i,0.2,14%,-9%,-10%,4.3,82,-4%,11%,-1%,0%
CCN(c1ccccc1)S(=O)(=O)c1ccc(C(=O)Nc2ccccn2)cc1,i,0.8,.,11%,.,-0.1,73,.,4%,.,.
COCCNc1nnnc2c1sc1nc(N3CCOCC3)c3c(c12)CCCC3,.,.,-0.4%,6%,-11%,.,.,4%,.,6%,11%
O=C1NC(=S)S/C1=C1\Sc2ccccc2N1CCCS(=O)(=O)O,i,0.9,-1.7%,-9%,-12%,-0.1,65,-1%,123µM*,-1%,5%
# Following part:
SMILES,Myeloid diff 2,Myeloid diff 2 GFP+ MAC1+ %,HIV peptide binding,Salmonella PhoP GFP,GPR35 antagonists,NTR1 agonist,NTR1 agonist cell count 20 µM,Siah-1 displacement,Rac1 GTP hydrolysis,LYP phosphatase,GPR55 antagonists
COC(=O)CCC(=O)NC(=S)Nc1ccc(S(=O)(=O)Nc2cc(OC)nc(OC)n2)cc1,i,0.4,1.9%,-7%,12%,-2.3,55,6%,10%,-2%,3%
CCOC(=O)CNC(=O)CSc1nc2c(C)cccc2cc1CC,i,0.4,-0.7%,5%,1%,0.1,38,2%,.,-2%,-6%
N#CCCn1cc(C(=O)N2CCCCC2)c(-c2ccc([N+](=O)[O-])cc2)n1,i,0.3,-0.2%,-11%,-5%,3.3,52,12%,6%,-4%,2%
O=C(NN1C(=O)C2C(C1=O)C1C=CC2C12CC2)c1cccc(Cl)c1 (centres undefined),i,1.3,-0.6%,-10%,2%,0.5,35,4%,2%,-3%,5%
CCOc1ccccc1NS(=O)(=O)c1ccc(-n2cccn2)cc1,i,1.5,-2.4%,6%,9%,0.9,69,-5%,6%,-9%,-1%
CCOC(=O)Cn1c(=O)oc2cc(S(=O)(=O)NCC3CCCO3)ccc21 (centres undefined),i,2.7,2.0%,7%,4%,-2.8,74,1%,-8%,-4%,-4%
CC1CCN(C(=O)c2ccccc2NC(=O)c2cccs2)CC1,i,0.8,1.1%,-1%,21%,0.8,52,12%,11%,-7%,2%
Cc1ccc(NC(=O)CN(C)CC(=O)Nc2cccc(F)c2)cc1[N+](=O)[O-],i,1.3,-0.5%,-1%,7%,1.6,56,2%,1%,-3%,7%
Cc1sc(NC(=S)NC(=O)c2cccs2)nc1-c1ccc(CC(C)C)cc1,i,1.0,5.0%,-1%,-18%,5.7,60,-5%,5%,-1%,-11%
